RXFP1 agonist = activates the human relaxin receptor RXFP1; Q9HBX9; HEK293T-RXFP1 cAMP TR-FRET, 30 min; response scale: percent of porcine relaxin response, buffer zero; Potency, µM (top dose mostly 57.5 µM), inactives show at the highest dose activation, usual class: activators; 370,000 tested, 0.3% active; active = well fitted activation curve with a large enough effect; inconclusive = small, poorly fitted or top-dose-only effect; also: potency is read from the fitted curve at half-maximal effect; % is scaled to controls: 0 for no effect and ±100 for the full control effect; nearly all actives have a fitted effect of over 60% in size; many of its hits are not listed in these tables
Target sequence (Q9HBX9 whole entry, looked up): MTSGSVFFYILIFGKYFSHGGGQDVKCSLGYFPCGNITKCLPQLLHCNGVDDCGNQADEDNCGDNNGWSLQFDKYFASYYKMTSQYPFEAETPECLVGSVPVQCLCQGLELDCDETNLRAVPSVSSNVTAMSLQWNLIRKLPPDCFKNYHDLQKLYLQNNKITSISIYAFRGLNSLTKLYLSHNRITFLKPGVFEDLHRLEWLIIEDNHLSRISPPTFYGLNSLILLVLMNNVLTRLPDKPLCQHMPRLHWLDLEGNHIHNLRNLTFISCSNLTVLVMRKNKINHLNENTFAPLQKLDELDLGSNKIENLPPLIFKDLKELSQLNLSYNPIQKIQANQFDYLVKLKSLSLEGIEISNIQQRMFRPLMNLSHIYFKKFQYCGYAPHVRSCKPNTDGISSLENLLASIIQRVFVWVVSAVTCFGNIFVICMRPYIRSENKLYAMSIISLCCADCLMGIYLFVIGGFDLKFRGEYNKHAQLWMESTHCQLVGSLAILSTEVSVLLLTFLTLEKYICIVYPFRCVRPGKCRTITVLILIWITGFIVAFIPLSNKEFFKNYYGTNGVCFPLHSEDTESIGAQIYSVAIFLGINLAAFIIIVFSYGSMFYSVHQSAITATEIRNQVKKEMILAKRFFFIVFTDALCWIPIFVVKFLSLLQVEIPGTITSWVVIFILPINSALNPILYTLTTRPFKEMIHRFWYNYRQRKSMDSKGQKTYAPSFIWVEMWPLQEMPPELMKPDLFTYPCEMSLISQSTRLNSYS
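HEK293T cells stably expressing RXFP1 were pretreated with the PDE4 inhibitor Ro 20174, exposed to compounds for 30 min at 37C, lysed, and cAMP was read by TR-FRET. Data normalized to buffer (basal) and 29 nM porcine relaxin (100%).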
RXFP1 antagonist = antagonists of human relaxin receptor RXFP1. Q9HBX9. HEK293-RXFP1, relaxin-stimulated cAMP HTRF, 30 min; stronger effect = lower value. activity change, negative = inhibition, % at 57.5 µM. 350,000 tested, 0.59% active. AID 1259400;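 active = activity change of -60% or lower, but not beyond a set lower limit; inconclusive = change between -60% and -40%, or beyond the set limit; inactive = change above -40%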; also: % is scaled to controls: 0 for no effect and ±100 for the full control effect
D1 potentiator = enhances dopamine response at the human D1 receptor | P21728 | HEK293 TREx D1 cells, calcium flux, dopamine EC20 potentiation | potentiation, % at 10 µM | 360,000 tested, 0.036% active; in the data active = potentiation above about 30%; also: 0% is about no effect
D2 antagonist = antagonizes the human D2 dopamine receptor; P14416; AID 485344; HEK293 TREx D2 cells, calcium flux, dopamine EC80; 340,000 tested, 2% active; inhibition, % at 10 µM; in the data active = inhibition above about 30%; also: 0% is about no effect
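Antagonism is scored as inhibition of an EC80 dopamine-evoked calcium signal in a force-coupled, tetracycline-inducible HEK293 T-REx D2 line, with compound present 180 s before agonist.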
TRHR PAM = TRH receptor (human) allosteric enhancement; P34981; TRHR cells, fluo-8 calcium fluorescence, EC20 TRH enhancement; enhancement, % at 2 µM; 360,000 tested, 0.66% active; in the data active = enhancement above about 30%; also: 0% is about no effect
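TRHR-expressing cells loaded with fluo-8 calcium dye were read kinetically (ex 480/em 530) during compound addition, then stimulated with an EC20 of TRH (10 nM final). Enhancement of the Gq-mediated intracellular calcium response was scored.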
D1 ag = activates the human D1 dopamine receptor. HEK293 T-REx D1 cells, calcium flux, agonist mode. activation, % at 2 µM. 360,000 tested, 1% active; in the data active = activation above about 30%; also: 0% is about no effect
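Inducible HEK293 T-REx D1 cells, force-coupled to calcium signalling, were plated at 4000 cells/well with tetracycline and held overnight at 30 C. After no-wash calcium dye loading, compound-evoked calcium rise over 180 s flagged agonists.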
D1 antag = blocks dopamine activation of the human D1 receptor; P21728; HEK293 TREx D1 cells, calcium flux, dopamine EC80; stronger effect = lower value; activity change, negative = inhibition, % at 10 µM; 360,000 tested, 3.2% active; AID 504652; in the data active = activity change below about -30%; also: % is scaled to controls: 0 for no effect and ±100 for the full control effect
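Tetracycline-induced HEK293 Trex D1 cells, force-coupled to calcium, dye-loaded; compounds added and read 180 s, then EC80 dopamine added and calcium flux tracked kinetically another 180 s.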
D2 agonist = activates the human D2 dopamine receptor; P14416; HEK293 T-REx D2 cells, calcium flux agonist mode; activation, % at 2 µM; 340,000 tested, 0.53% active;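 active = activation over 3 SD above normal in the single-dose calcium agonist read, cut at about 30% in these data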; also: 0% is about no effect
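Calcium-flux readout, 1 cycle/sec over 180 s following compound pin transfer, in inducible HEK293 Trex D2 cells (force-coupled); dopamine controls included. Positive calcium responses during this window marked compounds as potential agonists.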
D2 PAM = D2 dopamine receptor (human) potentiation; P14416; HEK293 T-REx D2, calcium flux, EC20 dopamine potentiation; potentiation, % at 10 µM; 340,000 tested, 0.34% active;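 active = potentiation over 3 SD above the plate norm, cut at about 30% in these data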; also: 0% is about no effect
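Primary screen. Calcium kinetics in induced HEK293 T-REx D2 cells: compound pre-addition 180 s, EC20 dopamine, 180 s more.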
The depositor's hits bear a star; u = inconclusive; x = not tested or not shown. A portion of the library; rates above refer to the full screens.

SMILES	RXFP1 agonist	RXFP1 antagonist	D1 potentiator	D2 antagonist	TRHR PAM	D1 ag	D1 antag	D2 agonist	D2 PAM
O=C1NC(=O)N(Cc2ccco2)C(=O)/C1=C\c1ccc(-c2ccc(F)cc2)o1	4.6%	-116*	-10	18	-3	4	1	6.0	-8
C=CCN(CC=C)C(=O)Nc1ccc(OCC)cc1	0.0%	17	-3	-13	-5	3	-8	0.3	-8
COc1cccc(CN2CCN(C(=O)Cc3ccccc3OC)CC2)c1	0.7%	6	1	-3	-1	11	0	1.8	-6
CCCCn1c(N)c(C(=O)OCC2CCCO2)c2nc3ccccc3nc21 (stereo unspecified)	3.3%	-3	9	13	-6	2	12	-2.5	15
Cc1ccc(CN2CCSc3ccc(C(=O)N4CCC5(CC4)OCCO5)cc32)cc1	11%	-26	-10	-3	0	0	-3	-0.2	-6
FC(F)(F)Oc1ccc(C2NCc3ccccc3-n3cccc32)cc1 (stereo unspecified)	6.3%	-26	7	-21	12	6	4	-0.2	2
O=C(c1cccnc1)C1CCCN(Cc2nc(-c3cnccn3)no2)C1 (stereo unspecified)	8.5%	2	-10	13	-2	2	-9	10	-9
O=C1NC(=O)N(Cc2ccccc2)C(=O)/C1=C\N1CCCc2ccccc21	2.0%	18	-5	-5	2	8	-2	5.2	8
CC(C)OC(=O)c1c(N)n(Cc2ccco2)c2nc3ccccc3nc12	0.2%	2	-5	-4	-6	4	-23	1.5	-20
CN1C(=O)C(=Cc2sc(=O)n(-c3ccccc3)c2N2CCCCC2)C(=O)N(C)C1=O	10%	-14	-4	-18	5	67*	-3	18	14
CCOP(=S)(NN(Cc1ccccc1)C(=O)c1ccccc1)OCC	2.0%	-18	-2	-10	-2	6	-6	-0.3	-3
CCN(CC)CCOC(=O)c1cc2cc(COC)ccc2o1	3.3%	-5	-1	-2	5	2	9	-0.1	-1
C[N+]1(CC2COC(c3ccco3)O2)CCCCC1 (stereo unspecified)	-1.0%	-1	-2	6	-1	2	-33*	0.4	x
COC(=O)C1=C(c2ccc(Cl)c(C(F)(F)F)c2)C[C@@H]2CC[C@H]1N2C(=O)NCCOc1ccccc1	0.1%	x	-10	-1	-7	6	-21	2.9	1
Cc1nc2cc(C(=O)N3CCC4(CC3)OCCO4)ccc2n1-c1ccc(Br)cc1	1.8%	5	-7	-5	-7	3	-13	0.9	-12

Four compounds from above with just D1 potentiator and RXFP1 antagonist:
SMILES	D1 potentiator	RXFP1 antagonist
FC(F)(F)Oc1ccc(C2NCc3ccccc3-n3cccc32)cc1 (stereo unspecified)	7	-26
O=C(c1cccnc1)C1CCCN(Cc2nc(-c3cnccn3)no2)C1 (stereo unspecified)	-10	2
O=C1NC(=O)N(Cc2ccccc2)C(=O)/C1=C\N1CCCc2ccccc21	-5	18
CC(C)OC(=O)c1c(N)n(Cc2ccco2)c2nc3ccccc3nc12	-5	2

Laid out differently: results already given.
O=C1NC(=O)N(Cc2ccccc2)C(=O)/C1=C\N1CCCc2ccccc21
  RXFP1 agonist: 2.0%	RXFP1 antagonist: 18	D1 potentiator: -5	D2 antagonist: -5	TRHR PAM: 2	D1 ag: 8	D1 antag: -2	D2 agonist: 5.2	D2 PAM: 8

CC(C)OC(=O)c1c(N)n(Cc2ccco2)c2nc3ccccc3nc12
  RXFP1 agonist: 0.2%	RXFP1 antagonist: 2	D1 potentiator: -5	D2 antagonist: -4	TRHR PAM: -6	D1 ag: 4	D1 antag: -23	D2 agonist: 1.5	D2 PAM: -20

Additional structures
SMILES	RXFP1 agonist	RXFP1 antagonist	D1 potentiator	D2 antagonist	TRHR PAM	D1 ag	D1 antag	D2 agonist	D2 PAM
O=C(c1cc2cc(Cl)ccc2[nH]1)N1CCC2(CC1)OCCO2	-0.3%	6	0	-5	3	22	-1	1.3	0
Cn1c(O)c(C=Nc2ccc(F)cc2)c(=O)[nH]c1=O	4.4%	2	-1	35*	-5	-4	11	-1.1	-7
CC(C)n1c(O)c(C=NCc2ccccc2)c(=O)[nH]c1=S	0.8%	-8	2	-24	1	0	-12	-0.4	1
Cc1ccc(C2CN(C)CC2C(=O)c2ccc(F)cc2)cc1 (stereo unspecified)	1.4%	3	-2	70*	-9	6	-5	0.6	-27
CCC12CN3CC(CC)(CN(C1)C3c1cccnc1)C2=O (stereo unspecified)	2.6%	-4	-8	-4	2	3	-5	0.0	7
COc1cc2c(cc1OC)CN(c1ccc([N+](=O)[O-])c(C(F)(F)F)c1)CC2	-0.1%	15	-8	-2	37*	3	-18	0.4	-3
COc1ccc(/C=C/C2=CCN(C)CC2)cc1	-1.3%	-1	-7	11	2	5	-10	1.7	0
COC(=O)C1=C(c2cccc(C#N)c2)C[C@@H]2CC[C@H]1N2C(=O)N1CCCCC1	-0.6%	x	-2	x	0	1	-37*	x	-8
Cc1cc(OCC(=O)NCc2ccncc2)c2c3c(c(=O)oc2c1)CCC3	5.1%	-7	5	29	0	0	-1	-0.3	9
C=CCN1C(=O)NC(=O)/C(=C\c2ccc(-c3ccccc3[N+](=O)[O-])o2)C1=O	-2.4%	-101*	-1	-8	-2	0	15	6.1	-4
CC(C)C(=O)Nc1ccc(N2CCN(C)CC2)c(F)c1	-0.4%	u	-5	-4	0	4	2	1.2	2
O=C(COC(=O)Cc1ccccc1)Nc1ccc(F)cc1	2.8%	0	-8	0	20	2	-4	1.9	0
Cc1cc(OC(C)C(=O)NCc2ccncc2)c2c3c(c(=O)oc2c1)CCCC3 (stereo unspecified)	3.4%	6	-4	1	1	1	8	0.1	-9
CCc1ccc(NP(=O)(Oc2ccccc2F)Oc2ccccc2F)cc1	3.8%	-16	-3	5	-2	4	-20	1.2	4
COc1ccc(N=C(C)c2c(O)n(C3CCCCC3)c(=O)[nH]c2=O)c(OC)c1	2.2%	7	-7	-10	2	2	2	-0.4	-2
CC(=O)O[C@@]12CO[C@@H]1C[C@@H](O)[C@@]1(C)C(=O)[C@H](O)C3=C(C)[C@@H](OC(=O)[C@H](O)[C@@H](NC(=O)c4ccccc4)c4ccccc4)C[C@@](O)([C@@H](OC(=O)c4ccccc4)C12)C3(C)C (stereo partly specified)	-0.7%	x	-4	-3	-8	10	-1	0.4	-9
CC(=O)[C@@]1(O)CC[C@H]2[C@@H]3CC=C4C[C@@H](O)CC[C@]4(C)[C@H]3CC[C@@]21C	0.2%	x	0	-3	1	1	-2	-1.6	-1
CCC(=NCCCn1ccnc1)c1c(O)n(Cc2ccccc2)c(=O)[nH]c1=O	4.0%	-5	-9	-6	-6	2	-12	0.0	9
COc1cccc(NC(=O)c2cccn(Cc3ccccc3C)c2=O)c1	6.0%	x	-5	x	-1	9	-11	0.8	2
O=C(c1ccccc1)C1CCCN(Cc2nc(-c3cnccn3)no2)C1 (stereo unspecified)	3.9%	-5	0	x	4	1	-5	x	x
CC(=NCCN1CCOCC1)c1c(O)n(Cc2ccccc2)c(=O)[nH]c1=O	-1.0%	-1	0	-7	11	2	4	-0.2	0
COc1ccc(-c2nc(CN3C(=O)CN=C(c4ccccc4)c4ccccc43)c(C)o2)cc1OC	-2.7%	3	-4	x	-1	4	-31*	-1.8	1
CCCCCn1c(=O)c(C(=O)NCc2ccccn2)c(O)c2ccccc21	1.1%	-15	2	2	4	1	-13	-0.1	-7
Cc1cc(Cl)nc(N)n1	0.5%	3	-5	2	-2	3	1	-0.3	0
NC(Cc1ccccc1)c1nc2ccccc2[nH]1 (stereo unspecified)	-1.3%	6	-7	0	8	3	-7	0.2	13
CCCN1CC[C@@H]2c3cc(O)ccc3CC[C@@H]21	1.3%	x	-6	73*	11	0	-6	66*	-11
CC1(C)C2([N+](=O)[O-])CNCC1([N+](=O)[O-])CNC2	1.3%	12	4	-5	1	-3	10	-0.4	1
O=C(C1CCCN(S(=O)(=O)c2cccc3nsnc23)C1)N1CCC2(CC1)OCCO2 (stereo unspecified)	0.4%	-11	9	-22	2	0	-36*	1.6	-2
CSC1=NP(=S)(SC)N2CCCC2=C1C#N (stereo unspecified)	0.5%	11	-8	-10	3	4	-11	0.5	-3
C=CCn1c(O)c(C(C)=Nc2ccc(NC(C)=O)cc2)c(=O)[nH]c1=O	1.1%	-1	-8	-2	-6	1	19	-0.4	0
COC(=O)C1=C(c2c(C)noc2C)C[C@@H]2CC[C@H]1N2C(=O)NC(C)C	0.5%	x	-1	42*	-3	0	7	0.4	-1
OC1(c2ccc(F)cc2)CC2CCC(C1)N2Cc1nnnn1C1CCCCC1 (stereo unspecified)	-1.7%	-3	-2	12	-10	2	-8	2.7	-8
CCCCn1c(=O)c(C(=O)Nc2ccccc2S(N)(=O)=O)c(O)c2ccccc21	1.8%	-10	1	14	-8	3	5	0.3	-3
CCCCn1c(O)c(/C=N/N2CCOCC2)c(=O)[nH]c1=S	1.4%	-4	-2	6	-6	1	4	-0.5	-2
Cc1nonc1-c1nc(-c2nonc2N)n[nH]1	0.4%	-13	3	-10	-1	2	-2	-0.3	-9
C/C(O)=C(\C#N)C(=O)Nc1cc(Br)ccc1Br	0.2%	x	-4	-15	0	-1	-21	-0.1	-1
CCC(C)n1c(O)c(C=NCCc2ccccc2)c(=O)[nH]c1=S (stereo unspecified)	1.5%	5	-2	-1	1	2	-10	17	-4
Cc1cccc(-n2c(-c3ccccc3)nc3ccccc3c2=O)n1	0.0%	16	1	-2	7	-1	8	-0.7	-2

Compound profiles, from the list above. Screens in order: RXFP1 agonist	RXFP1 antagonist	D1 potentiator	D2 antagonist	TRHR PAM	D1 ag	D1 antag	D2 agonist	D2 PAM
Shown for CCC(C)n1c(O)c(C=NCCc2ccccc2)c(=O)[nH]c1=S (stereo unspecified) = 1.5%	5	-2	-1	1	2	-10	17	-4
Shown for Cc1cccc(-n2c(-c3ccccc3)nc3ccccc3c2=O)n1 = 0.0%	16	1	-2	7	-1	8	-0.7	-2
Shown for OC1(c2ccc(F)cc2)CC2CCC(C1)N2Cc1nnnn1C1CCCCC1 (stereo unspecified) = -1.7%	-3	-2	12	-10	2	-8	2.7	-8
Shown for Cc1nonc1-c1nc(-c2nonc2N)n[nH]1 = 0.4%	-13	3	-10	-1	2	-2	-0.3	-9
Shown for CCCCn1c(O)c(/C=N/N2CCOCC2)c(=O)[nH]c1=S = 1.4%	-4	-2	6	-6	1	4	-0.5	-2

Copied from the list.
For D1 potentiator, OC1(c2ccc(F)cc2)CC2CCC(C1)N2Cc1nnnn1C1CCCCC1 (stereo unspecified) has -2
For D1 ag, C/C(O)=C(\C#N)C(=O)Nc1cc(Br)ccc1Br has -1
For D2 antagonist, CCCCn1c(O)c(/C=N/N2CCOCC2)c(=O)[nH]c1=S has 6
